Glioma ERSR ind = qHTS for Inducers of the Endoplasmic Reticulum Stress Response (ERSR) in Human Glioma: qHTS | U87-MG GRP78 promoter luciferase reporter, 16 h | Potency, µM, for the others: at the top dose activation, usual class: activators | 0.02% of 420,000 active; further: potency means the concentration at half of the fitted maximal effect; series mostly up to about 76 µM; % of control where 0% means no effect; nearly all actives have a fitted effect of over 35% in size
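ERSR induction read as luciferase luminescence (Bright-Glo, 10 min at room temperature) in stably transfected human U87-MG glioma cells exposed to compounds for 16 h, using GRP78 as sensor.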
LDHA inh = qHTS assay for inhibitors of human lactate dehydrogenase | L-lactate dehydrogenase A chain (Homo sapiens), P00338 | AID 1347041, 2019 | purified LDHA, NADH/diaphorase-resazurin fluorescence; stronger effect = lower value | 0.15% of 480,000 active | activity change, % (values are at about 110 or 230 µM); in the data active means activity change below about -30%; inconclusive means mostly about -25% to -30%;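 further: plate controls were DMSO wells for no effect and wells without enzyme for full effect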
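LDH5 2 nM; NADH 0.06 mM, pyruvate 0.2 mM; 200 mM Tris pH 7.4, EDTA, Tween-20; 5 min RT. Detection: diaphorase 0.133 mg/mL + resazurin 37 µM, fluorescence ex540/em590 at 0 and 20 min; normalized to enzyme-free and DMSO wells.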
D2 antag = HTS Assay for Allosteric Antagonists of the Human D2 Dopamine Receptor: Primary Screen for Antagonists | HEK293 TREx D2 cells, calcium flux, dopamine EC80 | inhibition, % at 10 µM | 2% of 340,000 active | AID 485344, 2010; in the data active means inhibition above about 30%; further: 0% is about no effect
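Tetracycline-induced HEK293 TREx cells expressing D2 receptor forced-coupled to calcium signalling, loaded with no-wash calcium dye. Compounds added and calcium flux read 180 s, then dopamine added at EC80 and read a further 180 s.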
ALOX12 inh = Primary qHTS assay for inhibitors of human arachidonate 12S-lipoxygenase (ALOX12): Round 2 | Polyunsaturated fatty acid lipoxygenase ALOX12 (Homo sapiens), P18054 | purified 12hLO, xylenol orange hydroperoxide absorbance | Potency, µM (highest dose often 108 µM), without a hit: top-dose activity change, negative = inhibition, actives largely listed as inhibitors | 1.1% of 580,000 active | AID 1671190, 2021; further: potency means the concentration at half of the fitted maximal effect; on the % scale 0 is the no-effect control and ±100 the full control effect
Target sequence (P18054 whole entry, looked up): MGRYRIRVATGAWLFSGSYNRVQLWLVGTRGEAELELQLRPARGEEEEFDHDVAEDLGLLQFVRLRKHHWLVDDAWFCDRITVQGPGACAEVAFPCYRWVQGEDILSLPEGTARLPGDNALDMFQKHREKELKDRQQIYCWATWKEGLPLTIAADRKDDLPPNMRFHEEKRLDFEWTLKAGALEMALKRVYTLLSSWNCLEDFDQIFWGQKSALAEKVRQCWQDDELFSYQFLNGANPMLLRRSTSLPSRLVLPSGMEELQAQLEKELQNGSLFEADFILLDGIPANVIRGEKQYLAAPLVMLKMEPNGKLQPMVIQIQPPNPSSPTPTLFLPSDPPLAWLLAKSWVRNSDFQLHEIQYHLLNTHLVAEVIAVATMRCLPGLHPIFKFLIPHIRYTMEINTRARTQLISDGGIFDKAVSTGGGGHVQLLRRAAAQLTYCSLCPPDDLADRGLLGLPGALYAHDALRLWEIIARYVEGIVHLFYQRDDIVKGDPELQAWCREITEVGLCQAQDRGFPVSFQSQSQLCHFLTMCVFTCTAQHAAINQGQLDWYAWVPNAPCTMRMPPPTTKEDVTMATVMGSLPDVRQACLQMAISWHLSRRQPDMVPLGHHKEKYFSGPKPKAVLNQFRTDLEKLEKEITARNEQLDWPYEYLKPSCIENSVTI
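Purified human 12hLO at 150 nM in 25 mM Hepes, 0.01% Triton X-100, pH 7.0, preincubated 15 min at room temperature with compound. Reaction started with 40 uM arachidonic acid, 30 min at room temperature. Hydroperoxide measured by Fe-xylenol orange, 573/405 nm absorbance ratio.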
D2 ag = HTS Assay for Allosteric Agonists of the Human D2 Dopamine Receptor: Primary Screen for Agonists | D(2) dopamine receptor (Homo sapiens), P14416 | HEK293 T-REx D2 cells, calcium flux agonist mode | activation, % at 2 µM | 0.53% of 340,000 active;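 active means activation over 3 SD above normal in the single-dose calcium agonist read, cut at about 30% in these data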; further: 0% is about no effect
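Agonism scored from kinetic calcium signal (1 read/sec, 180 s) following compound pin transfer, after a 10 s baseline. Cells: HEK293 Trex line expressing inducible D2 receptor coupled to calcium, dye-loaded after overnight culture at 30 C.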
RGS4 inh = Inhibitors of Regulator of G Protein Signaling (RGS) 4: qHTS; Regulator of G-protein signaling 4 (Homo sapiens), P49798; Transcreener GDP fluorescence polarization, RGS4-accelerated GTP hydrolysis; Potency, µM (doses to about 114 µM), without a hit: at the top dose activity change, negative = inhibition, usual class: inhibitors; 0.039% of 390,000 active; further: potency means the concentration at half of the fitted maximal effect; on the % scale 0 is the no-effect control and ±100 the full control effect; nearly all actives have a fitted effect of over 75% in size; some results filed as inactive show a strong effect at the top dose
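MLSMR compounds (23 nl, pin-transferred) preincubated 10 min at room temperature with a 500nM (2x) first reagent, then RGS4 at 900nM (2x) plus Transcreener GDP mix added; fluorescence polarization (620/688 nm) read before and after 90 min at 30 °C.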
Vif-APOBEC3F blk = qHTS for Inhibitors of Vif-A3F Interactions: qHTS; 0.2% of 390,000 active; Potency, µM (titrated, usually from 46.1 µM), for inactives: at the top dose activity, negative = active; HeLa A3F-eYFP + Vif (tagged APOBEC3F with the HIV-1 protein that degrades it), YFP fluorescence increase; AID 602313, 2012; further: potency means the concentration at half of the fitted maximal effect; % of control where 0% means no effect; nearly all actives have a fitted effect of over 65% in size
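Fluorescence increase (Ex 488/Em 500-530) after overnight compound treatment at 37 deg C flags inhibition of Vif-driven A3F-eYFP loss in stable HeLa A3F-eYFP/Vif cells seeded overnight beforehand.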
Vif-APOBEC3G blk = qHTS for Inhibitors of Vif-A3G Interactions: qHTS; DNA dC->dU-editing enzyme APOBEC-3G (Homo sapiens), Q9HC16; 0.076% of 410,000 active; Potency, µM (top dose mostly 46.1 µM), for the others: top-dose activity, negative = active, actives largely listed as inhibitors; HeLa A3G-eYFP + Vif (tagged APOBEC3G with the HIV-1 protein that degrades it), YFP fluorescence, overnight;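 further: potency means the concentration at half of the fitted maximal effect; on the % scale 0 is the no-effect control and ±100 the full control effect; nearly all actives have a fitted effect of over 60% in size; hits raise eYFP signal because A3G escapes Vif-driven loss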
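Read-out is eYFP fluorescence (Ex 488/Em 500-530) from Vif-expressing HeLa A3G-eYFP cells; more signal means A3G escaped Vif-mediated degradation. Cells plated overnight, compound pinned in, incubated overnight at 37 deg C.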
ERG Ets-DNA blk = qHTS for Small Molecule Inhibitors of the ERG Ets/DNA interaction | Transcriptional regulator ERG (Homo sapiens), P11308 | fluorescence polarization, His-ERG Ets domain / labelled DNA | Potency, µM (top dose mostly 76.9 µM), for inactives: at the top dose FP activity, negative = inhibition, hits mostly inhibitors | 0.028% of 370,000 active | AID 624246, 2012; active means well fitted inhibition curve with a large enough effect in the polarisation, with a control signal flat; inconclusive means small, poorly fitted or top-dose-only effect, or effect the other way, or a change in a side signal; inactive means no such curve, though single readings can be large or run the other way; the % refers to the polarisation;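 further: polarization taken with two DNA probes labelled with fluorescein and Texas red; potency means the concentration at half of the fitted maximal effect; % of control where 0% means no effect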
Target sequence (P11308 whole entry, looked up, the tested form may be a part): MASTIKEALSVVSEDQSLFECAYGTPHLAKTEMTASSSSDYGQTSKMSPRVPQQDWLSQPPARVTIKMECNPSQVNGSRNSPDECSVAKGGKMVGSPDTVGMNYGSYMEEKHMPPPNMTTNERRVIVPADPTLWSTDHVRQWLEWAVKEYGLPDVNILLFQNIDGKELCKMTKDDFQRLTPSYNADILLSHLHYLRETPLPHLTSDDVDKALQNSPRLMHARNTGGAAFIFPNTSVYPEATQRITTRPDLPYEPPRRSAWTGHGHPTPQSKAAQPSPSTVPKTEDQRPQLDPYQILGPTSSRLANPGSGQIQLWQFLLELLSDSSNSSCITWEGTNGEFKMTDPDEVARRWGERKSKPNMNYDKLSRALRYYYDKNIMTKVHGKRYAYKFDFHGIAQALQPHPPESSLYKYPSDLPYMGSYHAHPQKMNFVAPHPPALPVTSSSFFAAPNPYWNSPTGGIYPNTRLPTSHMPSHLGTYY
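His-tagged ERG Ets domain (1 uM in the protein solution; 300mM KCl, 50mM Tris-HCl, 1mM EDTA, 1mM DTT, pH 7.5) received compound, then a probe mix of 5 nM fluorescein-DNA and 100nM Texas-615-DNA. Fluorescence polarization was read for both dyes.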
The depositor's hits bear a star; ? = inconclusive; . = not tested or not shown; & = joins results of further samples; [ ] = dose if it differs, or a comment. Unless noted, the call rests on the fitted dose curve; in most records, active means well fitted curve in the direction sought with a large enough effect; inconclusive means small, poorly fitted or top-dose-only effect, or another doubt; inactive means no such curve, though single readings can be large; an effect the other way counts as inactive or inconclusive. A portion of the library; the hit share may differ from the screen's.

SMILES	Glioma ERSR ind	LDHA inh	D2 antag	ALOX12 inh	D2 ag	RGS4 inh	Vif-APOBEC3F blk	Vif-APOBEC3G blk	ERG Ets-DNA blk
COC(=O)[C@H]1C[C@H]1[C@@H](NC(=O)c1cccnc1)c1ccccc1	1%&-3%	-4	.	?	.	24%&-8%	0%	2%&3%	-13%
CCc1ccc(-c2csc(NC(=O)C3=NN(c4ccccc4)C(=O)CC3)n2)cc1	-1%	1	-10	-18%	0.1	-36%	-6%	3%	4%
O=C(CN1CCN(S(=O)(=O)c2ccccc2)CC1)Nc1ccc([N+](=O)[O-])cc1	-5%	2	-2	-9%	0.2	-10%	-12%	-5%	10%
COc1ccccc1S(=O)(=O)N(C)C[C@H]1Oc2cc(C#CCC3CCCC3)ccc2S(=O)(=O)N([C@H](C)CO)C[C@H]1C	?	6	.	20µM*	.	.	-4%	2%	.
CC(=O)c1ccc(N(C)C)c2c(N(C)C)cccc12	-3%	13	6	46%[activator]	0.4	-21%	3%	1%	1%
CC(C)NC(=O)c1onc(CSc2ccc(F)cc2)c1C(=O)NC(C)C	0%	0	4	-22%	-0.5	21%	0%	1%	-2%
Cc1ccc(S(=O)(=O)N2[C@H](c3ccccc3)CC(=O)[C@@H]3CN(S(=O)(=O)c4ccccc4)[C@H](c4ccccc4)C[C@@H]32)cc1	-3%	-8	.	?	.	.	.	0%	.
Cn1c(=O)c2c(SCC(=O)N3CCc4ccccc43)nc(-c3ccc(Cl)cc3)nc2n(C)c1=O	0%	1	.	-10%	1.2	-15%	-14%	3%	-2%
CCCCNC(=O)Cc1ccc(Br)cc1	-1%	-8	0	1%	0.2	13%	-9%	-1%	6%
COC(=O)c1cc(N=C(N)N=C(N)N)cc(C(=O)OC)c1	-5%	-2	6	13%	-0.6	-11%	0%	3%	7%
COc1ccccc1NS(=O)(=O)c1ccc(C)c(C(=O)N2CCN(c3ccc(O)cc3)CC2)c1	-6%	16	.	?	.	?	0%	0%	.
O=C(NCc1ccco1)c1cc2sccc2n1Cc1ccc(F)cc1	-2%	1	-10	?	0.3	1%	-14%	1%	1%
Cc1nnc(SCc2cc([N+](=O)[O-])cc3c2OCOC3)n(N)c1=O	-2%	-7	11	3%	0.3	9%	9%	-7%	0%
CN(C)c1nc(N(C)C)nc(N2CC(CCl)OC2=N)n1 (centres undefined)	1%	-8	4	-4%	-0.3	2%	11%	2%	-4%
O=C(Nc1ncc(Cc2cccc(Cl)c2)s1)C1CCCO1 (centres undefined)	4%	-2	-17	-3%	0.9	-3%	.	-6%	-14%
O=C(Nc1nc2n(n1)C(c1ccc(F)cc1)C=C(c1ccc(Cl)cc1)N2)c1ccco1 (centres undefined)	-3%	-7	.	?	-0.1	21%	-9%	-20%	1%
COc1cc2[nH]c(-c3cccc(F)c3)cc(=O)c2cc1OC	2%	-9	5	-5%	0.7	1%	-28%	?	0%
O=C(NN1CCOCC1)c1ccc(Cl)c(Cl)c1	-4%	0	-1	0%	-0.9	-3%	-3%	1%	6%
CCOc1ccc(C)cc1S(=O)(=O)n1cnc2ccccc21	-6%	-2	-9	8%	-2.0	10%	-5%	?	-4%
O=C(COc1nncc2ccccc12)Nc1ccc(F)c(F)c1	0%	-8	-6	0%	-0.5	-16%	13%	0%	3%

Only ERG Ets-DNA blk and Vif-APOBEC3G blk, for some of the entries so far:
smiles,ERG Ets-DNA blk,Vif-APOBEC3G blk
CCCCNC(=O)Cc1ccc(Br)cc1,6%,-1%
COC(=O)c1cc(N=C(N)N=C(N)N)cc(C(=O)OC)c1,7%,3%
COc1ccccc1NS(=O)(=O)c1ccc(C)c(C(=O)N2CCN(c3ccc(O)cc3)CC2)c1,.,0%

(continued)
SMILES	Glioma ERSR ind	LDHA inh	D2 antag	ALOX12 inh	D2 ag	RGS4 inh	Vif-APOBEC3F blk	Vif-APOBEC3G blk	ERG Ets-DNA blk
O=C(NCCc1ccccc1)C1=COCCO1	-5%	-5	.	-24%	.	-11%	-1%	1%	-12%
CCOc1ccc(NC(=O)Cn2nc(C(N)=O)c3ccccc3c2=O)cc1S(=O)(=O)N1CCCC1	-5%	1	7	?	0.1	0%	-5%	-6%	5%
O=C(COC(=O)c1ccc(S(=O)(=O)N2CCCCC2)cc1)Nc1ccccc1Cl	-2%	-5	3	-25%	1.3	3%	11%	1%	-8%
Nc1ccc(C(=O)OCC(=O)N2CCOCC2)cc1[N+](=O)[O-]	0%	-4	14	-12%	0.3	-4%[11.4 µM]	2%	-8%	-28%
O=S(=O)(c1ccccc1)c1nc(-c2ccccc2Cl)oc1N1CCCCCC1	-4%	0	.	-10%	1.7	-1%	1%	2%	-1%
CCN(CC)C(=O)c1cnn(-c2ccccc2)c1NC(=O)c1cccc(F)c1	-1%	-2	.	21%	.	-3%	5%	-3%	-4%
CCCCOC(=O)c1ccc(NC(=O)C(=O)CC(=O)c2ccc(OC)cc2)cc1	2%	8	-17	-12%	-1.2	6%	0%	-6%	4%
COc1ccc(/C=N/N2C(=O)c3ccccc3C2=O)cc1	1%	-3	-7	3%	0.7	16%	3%	0%	-13%
COc1cc2c(cc1OC)CN(Cc1nc3ccsc3c(=O)[nH]1)CC2	-1%	7	-14	?	-1.3	2%	.	3%	-8%
CCCC(=O)Nc1cc(C(=O)O)ccc1Sc1ccc(C)cc1	-5%	-1	0	-20%	0.1	-27%	6%	-6%	-1%
O=C(CCNC(=O)C1CCN(S(=O)(=O)c2ccccc2)CC1)Nc1ccccc1	-2%	-1	-23	0%	-0.4	-8%	0%	1%	0%
COCCNC(=O)c1cc2ncc(Br)cn2n1	-3%	2	-1	-5%	-1.2	-10%	-4%	-3%	4%
COCCCNC(=O)c1c(N)n(-c2ccc(S(N)(=O)=O)cc2)c2nc3ccccc3nc12	-4%	-3	.	2%	.	0%	5%	2%	-13%
COCCn1c(SCC(=O)Nc2cc(C(C)(C)C)nn2-c2ccccc2)nnc1-c1ccncc1	-3%	-4	12	-8%	-0.7	3%	1%	1%	.
COc1ccc(-c2ccnc(SCC(=O)c3ccc(Br)cc3)n2)cc1	-6%	-1	9	5%	1.4	17%	-19%	-5%	-1%
Cc1ccc(-c2noc(-c3ccccc3C(=O)N3CCN(C)CC3)n2)cc1	9%	-5	-16	-4%	-1.3	-11%	0%	-5%	14%
CCCc1cc(=O)[nH]c2nnc(SC(C)CC)n12 (centres undefined)	-2%	-4	.	-8%	1.0	3%	-6%	5%	-2%
O=C(Nc1ccc2ncccc2c1)c1ccccc1Cl	-4%	-42*	-3	45µM*	1.1	-15%	-4%	1%	0%
CC1(C)CC(=O)C(C=Nc2ccc(NC3=C(C#N)C(=O)CC(C)(C)C3)cc2)=C(O)C1	-5%	-13	-2	10%	2.9	32%	8%	2%	1%
COC(=O)c1c(NC(=O)Cc2coc3cc(C)ccc23)sc2c1CCCC2	-2%	-6	.	-1%	-0.1	-11%	-2%	-7%	0%

Some of these compounds in order of SMILES length, high to low.
SMILES	Glioma ERSR ind	LDHA inh	D2 antag	ALOX12 inh	D2 ag	RGS4 inh	Vif-APOBEC3F blk	Vif-APOBEC3G blk	ERG Ets-DNA blk
CC1(C)CC(=O)C(C=Nc2ccc(NC3=C(C#N)C(=O)CC(C)(C)C3)cc2)=C(O)C1	-5%	-13	-2	10%	2.9	32%	8%	2%	1%
O=C(COC(=O)c1ccc(S(=O)(=O)N2CCCCC2)cc1)Nc1ccccc1Cl	-2%	-5	3	-25%	1.3	3%	11%	1%	-8%
Cc1ccc(-c2noc(-c3ccccc3C(=O)N3CCN(C)CC3)n2)cc1	9%	-5	-16	-4%	-1.3	-11%	0%	-5%	14%
Nc1ccc(C(=O)OCC(=O)N2CCOCC2)cc1[N+](=O)[O-]	0%	-4	14	-12%	0.3	-4%[11.4 µM]	2%	-8%	-28%

Next part.
SMILES	Glioma ERSR ind	LDHA inh	D2 antag	ALOX12 inh	D2 ag	RGS4 inh	Vif-APOBEC3F blk	Vif-APOBEC3G blk	ERG Ets-DNA blk
CCOc1ccc(NC(=O)C2C(C(=O)O)C3(Cl)C(Cl)=C(Cl)C2(Cl)C3(Cl)Cl)cc1 (centres undefined)	-4%	4	-1	?	0.1	-5%	5%	0%	-3%
CNC(=O)c1ncoc1-c1ccc(Cl)cc1	-6%	-2	2	0%	-0.5	-1%	-2%	0%	12%
Cc1ccc(S(=O)(=O)c2nc(S(=O)(=O)c3ccc(C)cc3)c(NCCCOC(C)C)s2)cc1	-3%	-1	.	0%	0.8	8%	0%	0%	-1%
Cc1c(Cl)c([N+](=O)[O-])nn1Cc1ccc(C(=O)NN)o1	-2%	0	-8	151%[activator]	-0.9	-2%	7%	0%	12%

High-throughput results (PubChem)
